CHT inh: inhibitors of human choline transporter CHT; AID 488975, 2010; High affinity choline transporter 1 (Homo sapiens), Q9GZV3; B-score at 10 µM; CHT-expressing cells, membrane potential dye, choline response; hits give low values; hit rate 0.86% among 310,000;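 active = B-score over 3 SD under the library average, and starting fluorescence ratio not unusually high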;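 also: choline stimulus applied at its EC90 after an EC20 pre-addition; B-score computed on integrated fluorescence ratio after choline addition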
KCNQ2 block: KCNQ2 potassium channel inhibitors, primary screen, cell-based, CHO-K1, FluxOR thallium flux, B-score (AID 2156). Potassium voltage-gated channel subfamily KQT member 2 (Rattus norvegicus), O88943. 20 min; hits give low values. B-score at 10 µM. hit rate 1.1% among 310,000;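 active = fluorescence ratio B-score at most minus 3 library SDs, with starting brightness B-score within 2 library SDs, cut at about -5.5 in these data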
Target sequence (O88943 whole entry, looked up): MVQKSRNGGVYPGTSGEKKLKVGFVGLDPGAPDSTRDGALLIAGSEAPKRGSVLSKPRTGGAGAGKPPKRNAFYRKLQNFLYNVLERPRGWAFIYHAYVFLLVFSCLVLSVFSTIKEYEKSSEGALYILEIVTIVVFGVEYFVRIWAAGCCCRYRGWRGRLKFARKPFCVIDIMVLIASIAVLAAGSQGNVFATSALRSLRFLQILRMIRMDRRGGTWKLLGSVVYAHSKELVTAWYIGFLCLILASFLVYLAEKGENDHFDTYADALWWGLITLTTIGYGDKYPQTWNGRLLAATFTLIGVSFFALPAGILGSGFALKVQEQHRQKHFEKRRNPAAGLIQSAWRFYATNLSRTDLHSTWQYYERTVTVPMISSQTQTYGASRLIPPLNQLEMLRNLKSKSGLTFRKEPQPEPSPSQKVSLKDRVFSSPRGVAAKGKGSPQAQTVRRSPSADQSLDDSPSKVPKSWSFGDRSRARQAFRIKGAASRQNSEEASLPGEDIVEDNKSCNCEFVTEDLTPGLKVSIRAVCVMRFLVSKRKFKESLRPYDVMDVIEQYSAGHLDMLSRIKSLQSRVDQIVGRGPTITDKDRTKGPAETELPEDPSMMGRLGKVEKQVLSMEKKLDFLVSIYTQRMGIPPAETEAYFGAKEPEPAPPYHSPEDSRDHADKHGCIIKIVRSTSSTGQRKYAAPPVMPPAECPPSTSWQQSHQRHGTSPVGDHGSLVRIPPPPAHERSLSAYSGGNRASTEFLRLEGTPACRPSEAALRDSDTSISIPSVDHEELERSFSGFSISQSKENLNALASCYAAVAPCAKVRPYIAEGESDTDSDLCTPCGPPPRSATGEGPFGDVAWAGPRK
The depositor's hits bear a star; i = inactive; x = not tested or not shown.

SMILES	CHT inh	KCNQ2 block
CCOC(=O)CCCNC(=O)CN1C(=O)NC(CCc2ccccc2)C1=O (stereo unspecified)	i	i
CC(=O)Oc1ccc(C(=O)Nn2cnnc2)cc1	i	i
O=C(NC1CC1)c1cccc(Nc2ccc(-c3ccc4c(c3)OCCO4)nn2)c1	i	i
COc1cc2c(cc1OC)CN(C(=S)Nc1ccc(Cl)cc1)CC2	i	i
O=C(NCCO)c1ccc2nc(-c3ccco3)c(-c3ccco3)nc2c1	i	i
C=CCOC(=O)C1=C(C)NC(=O)NC1c1ccc(N(C)C)cc1 (stereo unspecified)	i	i
CCCn1c(SCC(=O)NC2CCCc3ccccc32)n[nH]c1=O (stereo unspecified)	i	i
CC(=O)NC(CC(=O)N(C)Cc1c(F)cccc1Cl)c1ccccc1 (stereo unspecified)	i	i
Cn1ncc(Cl)c1C(=O)Nc1ccc2c(c1)OCO2	i	i
Cn1c(=O)[nH]c(=O)c2c1nc(NCCCn1ccnc1)n2Cc1cccc(Br)c1	i	i
CC(C)(C)N(CC#CCC(O)(c1ccccc1)c1ccccc1)CCO	i	i
Cn1c(-c2ccccc2)cnc1SCC(=O)N1CCCCC1	i	i
O=C(NCC(O)c1ccc([N+](=O)[O-])cc1)Nc1ccccc1 (stereo unspecified)	i	i
O=C(NCCc1ccccc1)c1ccccc1NC(=O)C1CCCO1 (stereo unspecified)	i	i
Nc1nnc(SCc2cc3c(cc2Cl)OCO3)s1	i	i

Continued; it opens with the three that closed the last part.
SMILES	CHT inh	KCNQ2 block
O=C(NCC(O)c1ccc([N+](=O)[O-])cc1)Nc1ccccc1 (stereo unspecified)	i	i
O=C(NCCc1ccccc1)c1ccccc1NC(=O)C1CCCO1 (stereo unspecified)	i	i
Nc1nnc(SCc2cc3c(cc2Cl)OCO3)s1	i	i
O=C(COC(=O)CNS(=O)(=O)c1ccc2ccccc2c1)Nc1ccc2c(c1)OCO2	i	i
COc1ccc(OC)c(NC(=O)CS(=O)(=O)Cc2ccccc2)c1	x	i
COC(CC(=O)NNC(=S)Nc1ccccc1)OC	i	i
CCN(C#N)c1nc(NC(C)C)nc(NC(C)(C)C)n1	i	i
Cc1ccc2nc(NC(=O)CN3C(=O)NC4(CCCCC4)C3=O)sc2c1	i	i
Cc1noc(C)c1C(=O)NCc1cccs1	i	i
CC(=O)NNc1cc(C)nc(N)n1	i	i
O=C(CCC(=O)Nc1ccc(Oc2ccccc2)cc1)NCCO	i	i
CN(C)CCSc1nnc(-c2ccccc2)o1	i	i
Cc1ccc(N2CCN(CC3CC=CCC3)CC2)cc1 (stereo unspecified)	i	i
Cc1cc(C)c(N2C(=O)CCCC2=O)c(Cl)c1	i	i
CCOc1ccc2nc(NC(=O)c3ccco3)sc2c1	i	i
CCOC(=O)C1CCN(C(=S)Nc2ccc(C)cc2)CC1	i	i
N#Cc1c(NC(=O)c2ccccc2)sc2c1CCCCC2	i	i
COc1ccccc1-c1nnc(NC(=O)C(C)Sc2nncn2C)s1 (stereo unspecified)	i	i

Reprinted from the part before: 5 entries, then new ones.
SMILES	CHT inh	KCNQ2 block
Cc1cc(C)c(N2C(=O)CCCC2=O)c(Cl)c1	i	i
CCOc1ccc2nc(NC(=O)c3ccco3)sc2c1	i	i
CCOC(=O)C1CCN(C(=S)Nc2ccc(C)cc2)CC1	i	i
N#Cc1c(NC(=O)c2ccccc2)sc2c1CCCCC2	i	i
COc1ccccc1-c1nnc(NC(=O)C(C)Sc2nncn2C)s1 (stereo unspecified)	i	i
CS(=O)(=O)N1CCN(c2ccc(C(=O)N3CCOCC3)cc2[N+](=O)[O-])CC1	i	i
O=C(CSc1nnc(Nc2ccccc2)s1)Nc1cccnc1Cl	i	i
Cc1ncc(S(=O)(=O)c2ccccc2)c(-c2ccccc2Cl)n1	i	i
COc1cc(/C=N/NC(=O)c2nonc2N)cc(OC)c1OC	i	i
Cc1cc(C)cc(NC(=O)c2cccnc2)c1	i	i
O=C(Nc1cccc([N+](=O)[O-])c1)c1ccc(CSc2ccccc2)cc1	i	i
O=C(CCS(=O)(=O)c1ccc(Br)cc1)Nc1ccccc1Cl	i	i
CSc1ccc(/C=N/n2c(C)nc3ccccc3c2=O)cc1	x	i
Cc1ccc(NC(=S)N2CCCC(O)C2)cc1 (stereo unspecified)	i	i
CCOc1ccccc1NC(=S)N1CCCc2ccccc21	i	i
O=C(Cn1cnc2c(nnn2Cc2ccccc2)c1=O)N1CCCc2ccccc21	i	i
Cc1cc(C(=O)COC(=O)C2CCN(C(=O)c3ccc(Cl)cc3)CC2)c(C)n1CC1CCCO1 (stereo unspecified)	i	i
COc1ccccc1C/C(N)=N/OC(=O)COc1ccccc1C	i	i
CC(=O)Nc1ccc(NC(=O)C(C)OC(=O)CCC2CCCC2)cc1 (stereo unspecified)	i	i
O=C(c1cccs1)N1CCCC1	i	i

The list goes on; the last seven above are carried over.
SMILES	CHT inh	KCNQ2 block
Cc1ccc(NC(=S)N2CCCC(O)C2)cc1 (stereo unspecified)	i	i
CCOc1ccccc1NC(=S)N1CCCc2ccccc21	i	i
O=C(Cn1cnc2c(nnn2Cc2ccccc2)c1=O)N1CCCc2ccccc21	i	i
Cc1cc(C(=O)COC(=O)C2CCN(C(=O)c3ccc(Cl)cc3)CC2)c(C)n1CC1CCCO1 (stereo unspecified)	i	i
COc1ccccc1C/C(N)=N/OC(=O)COc1ccccc1C	i	i
CC(=O)Nc1ccc(NC(=O)C(C)OC(=O)CCC2CCCC2)cc1 (stereo unspecified)	i	i
O=C(c1cccs1)N1CCCC1	i	i
CN(/N=C/c1cc(Br)cc(Br)c1O)c1ccccc1	i	i
CCn1nc(C)c(CNC(=O)CC2C(=O)NCCN2CC(C)C)c1C (stereo unspecified)	i	i
CC(C)Oc1ccc(C(=O)Nc2ncn[nH]2)cc1	i	i
CS(=O)(=O)NCCNc1ncc(C(F)(F)F)cc1Cl	i	i
COc1ccc(OC)c(S(=O)(=O)N2CCCC(C(=O)NCc3ccncc3)C2)c1 (stereo unspecified)	i	i
Cn1nc(-c2ccc(NCCO)c([N+](=O)[O-])c2)c2ccccc2c1=O	i	i
COc1ccc(S(=O)(=O)N2CCCC2C(=O)Nc2nc3c(s2)CCCC3)cc1 (stereo unspecified)	i	i
COc1ccc(-c2nc(=S)[nH][nH]2)cc1	i	-8.4*
Cc1ccc2nc3c(cc2c1)c(NC(=O)C1CCCO1)nn3CC(C)C (stereo unspecified)	i	i
CC(C)(CO)N=Cc1c(O)[nH]c2ccccc12	i	i
COc1cc(C(=O)OCn2nnc3ccccc3c2=O)cc(OC)c1OC	i	i
CCN(CC)S(=O)(=O)c1ccc(OCC(=O)NC2CCS(=O)(=O)C2)c([N+](=O)[O-])c1 (stereo unspecified)	i	i
COc1ccc(-c2cc(C(=O)NN)[nH]n2)cc1	i	i
O=C(CCCC(=O)OCC(=O)c1ccc(Cl)cc1)NC1CCCCC1	i	i
CCN(c1ccccc1)S(=O)(=O)c1cc2c(cc1C)n(C)c(=O)c(=O)n2C	i	i

In the list so far, five contain a nitro group on carbon.
SMILES	CHT inh	KCNQ2 block
O=C(NCC(O)c1ccc([N+](=O)[O-])cc1)Nc1ccccc1 (stereo unspecified)	i	i
CS(=O)(=O)N1CCN(c2ccc(C(=O)N3CCOCC3)cc2[N+](=O)[O-])CC1	i	i
O=C(Nc1cccc([N+](=O)[O-])c1)c1ccc(CSc2ccccc2)cc1	i	i
Cn1nc(-c2ccc(NCCO)c([N+](=O)[O-])c2)c2ccccc2c1=O	i	i
CCN(CC)S(=O)(=O)c1ccc(OCC(=O)NC2CCS(=O)(=O)C2)c([N+](=O)[O-])c1 (stereo unspecified)	i	i

New compounds follow
SMILES	CHT inh	KCNQ2 block
COC(=O)CSc1nnc(-c2ccc(OC)c(OC)c2)o1	i	i
Cc1ccccc1C(=O)N[C@H](C(=O)OCC(=O)c1ccc[nH]1)C(C)C	i	i
COc1ccc(N(C(=O)c2cccnc2)S(=O)(=O)c2ccc(Cl)cc2)cc1	i	i
CC(Sc1ccc(Cl)cc1)C(=O)Nc1ccccc1C(=O)N1CCOCC1 (stereo unspecified)	i	i
Cc1cccc(N2CCN(C(c3ccc(N(C)C)cc3)c3nnnn3C(C)(C)C)CC2)c1C (stereo unspecified)	i	-6*
O=C(OCCOc1ccc(Br)cc1)c1cnccn1	i	i
NC(=O)c1sc2nc3c(c(-c4ccccc4)c2c1N)CCC3	i	i
COc1cc(C(=O)NCc2nnc(SCC(=O)Nc3cccc(C)c3)o2)cc(OC)c1OC	i	i
Cc1ccc(NC2CCCN(C(=O)C3CCCC3)C2)cc1C (stereo unspecified)	i	i
Cc1c(Cl)cccc1NC(=O)CCC(=O)N/N=C/c1ccco1	i	i
Cc1ccc(-n2c(C)cc(C(=O)CSc3nncs3)c2C)cc1	i	i
O=C(NC(=O)N1CCN(c2cccc(Cl)c2)CC1)c1ccc(Cl)cc1	i	i
Cc1nc2c(sc(=S)n2Cc2ccco2)c(=O)n1CC(=O)Nc1cc(F)ccc1F	i	i
Cc1c(Br)c(-c2n[nH]c(=S)n2Cc2ccco2)nn1C	i	i
COc1ccccc1NS(=O)(=O)c1ccc(S(=O)(=O)N2CCOCC2)cc1	i	i
C=CCNC(=O)/C(C#N)=C/c1ccc(SC)cc1	i	i
COc1cccc(-c2cc(C(=O)N3CCN(Cc4ccccc4)CC3)no2)c1	i	i
COC(=O)C1=C(C)Nc2sc(C(N)=O)c(N)c2C1c1ccncc1 (stereo unspecified)	i	i
CCOC(=O)N1CCN(C(=O)C(CC(C)C)NC(=O)C2CCCCC2)CC1 (stereo unspecified)	i	i
COCCNC(=S)N(CCc1c(C)[nH]c2ccc(C)cc12)Cc1ccco1	i	i
CC(=O)Nc1nnc(-c2ccco2)o1	i	i
O=C1CCN(CCc2ccccc2)CCN1CCOc1ccccc1	i	i
CCC(C)(C)n1nnnc1CN(Cc1ccc(Cl)cc1)Cc1ccco1	i	i
O=C(C1=NN[C@@H]2C(=O)N(c3cccc(F)c3)C(=O)[C@H]12)c1cnccn1	i	i
O=C(NCCN1CCOCC1)c1cc(Sc2ccc(F)cc2F)nc2ccccc12	i	i
O=[N+]([O-])c1ccc(O)c(/C=N/Nc2ncnc3c2cnn3-c2ccccc2)c1	i	i
Cc1onc(-c2ccccc2)c1C(=O)N/N=C/c1cc2c(cc1Cl)OCO2	i	i
COc1ccccc1/C=C/C(=O)NC(=S)Nc1ccc(S(=O)(=O)N(C)c2ccccc2)cc1	i	i
O=C(O)c1ccc(NS(=O)(=O)c2ccc(Cl)c(C(=O)Nc3ccccc3[N+](=O)[O-])c2)cc1	i	i
COc1ccccc1C/C(N)=N/OC(=O)c1cccc([N+](=O)[O-])c1C	i	i
COc1ccc2nc(/N=C\N(C)C)sc2c1	i	i
Cc1cc(C)c2nc(SC(C)C#N)cc(C)c2c1 (stereo unspecified)	i	i
Cc1ccc(S(=O)(=O)N(C)c2ccc(C(=O)N3CCC(C(N)=O)CC3)cc2)cc1	i	x
COc1cccc(CNC(=O)C2CCCN(S(=O)(=O)c3cnc[nH]3)C2)c1 (stereo unspecified)	i	i
CCn1c(=O)cc(SCC(=O)N2CCCCC2)c2ccccc21	i	i
O=C(CN1C(=O)CSCC1=O)NCc1ccc(F)cc1	i	i
CCc1ccc(N2CC(C(=O)OCC(=O)NNC(=O)c3ccccc3)CC2=O)cc1 (stereo unspecified)	i	i
Cc1cc(NC(=O)CSc2ncnc3c2cnn3-c2cccc(Cl)c2)no1	i	i
O=C(N/C(=C\c1ccco1)C(=O)N1CCCC(CO)C1)c1ccccc1 (stereo unspecified)	i	i
CCOc1ccc(C(=O)NCC(=O)N2CCC3CCCCC3C2)cc1OCC (stereo unspecified)	i	i
Cc1ccc(-n2ncc3c2CCCC3NC(=O)c2ccccc2N2CCOCC2)cc1C (stereo unspecified)	i	i
COC(=O)c1ccccc1Nc1cc(C)nc2nc(C)nn12	i	i
COc1ccc(OCCSc2nc(N)cc(N)n2)cc1	i	i
O=C(CN1CCC(n2nnc3cc(C(F)(F)F)ccc32)CC1)NNC(=O)c1ccco1	i	i
Cc1ccc(CNS(=O)(=O)c2ccc(-c3cnc(C4CC4)o3)cc2)cc1	i	i
Cc1nc(NC(=O)COc2ccc(Cl)cc2)sc1C(=O)N(C)C	i	i
CC1CC(C)CN(CCCNC(=O)CC2Oc3ccccc3NC2=O)C1 (stereo unspecified)	i	i
CCOc1cc(/C=N\NC(=O)CN2CCOCC2)ccc1OCc1ccc(F)cc1	i	i
Cc1cc2nnc(SCC(=O)NCc3cccs3)n2c2ccccc12	i	i
Cc1ccc(NC(=O)CSCC(=O)N(C)CC(=O)Nc2cccc(F)c2)cc1	i	i
CC(C)(C)OC(=O)CN1C(=O)C(Sc2n[nH]c(-c3ccccc3)n2)CCc2ccccc21 (stereo unspecified)	i	i
CCOC(=O)C1CCN(c2c(Nc3ccc4c(c3)OCCO4)c(=O)c2=O)CC1	i	i
CCCCC1(C)OC(=O)C(=Cc2c[nH]c3ccccc23)C(=O)O1 (stereo unspecified)	i	i
CC1(C)CNC(=O)c2sc(NC(=O)CN3CCOCC3)nc2C1	i	i
COc1ccc(C)cc1NC(=O)c1ccc(S(=O)(=O)N2CCCCC2)cc1	i	i
CCCn1c(=O)c2c(nc3n2CCCN3CCc2ccc(OC)c(OC)c2)n(C)c1=O	-5.2*	i
COc1ccccc1CNC(=O)N1CCN(c2ccccc2Cl)CC1	i	i
O=C(CSc1nnc(-c2ccccc2F)n1C1CC1)Nc1ccc2[nH]c(=O)[nH]c2c1	i	i
COCCn1c(Cc2cccn2C)nnc1SCC(=O)NCc1ccc2c(c1)OCO2	i	i
CC(C)CCN1CC(C(=O)NCc2ccccc2)CC1=O (stereo unspecified)	i	i
COc1cccc2sc(N(CCCN(C)C)C(=O)CCS(=O)(=O)c3ccccc3)nc12	i	i
CC(C)C[C@@H]1NC(=O)N(CCCn2ccnc2)C1=O	i	i
CS(=O)(=O)c1ccc2nc(NC(=O)Nc3ccc(Cl)c(Cl)c3)sc2c1	i	i

Bioassay records as filed in PubChem BioAssay.
